KCNK9 block – KCNK9 potassium channel inhibitors, primary screen, HEK293 cells, thallium flux; FluxOR thallium flux fluorescence; active compounds read low; 310,000 tested, 1.2% active; B-score at 10 µM;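 active = ratio B-score over 3 SD below the library mean, with starting fluorescence within 5 SD of its mean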;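 also: negative B-score means less thallium flux so channel inhibition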
PolyA inh – polyadenylation inhibitors in yeast reporter cells, primary screen, luminescence, S. cerevisiae; calls only at 12 µM; 300,000 tested, 0.02% active; S. cerevisiae SKY197-pL101 polyadenylation reporter, beta-gal luminescence; efflux-impaired pdr1/pdr3 knockout yeast; score 100 = 6 SD above DMSO; AID 1875, 2009;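 active = lowest replicate activity score at least 50, where 100 means six control SD above control mean; inconclusive = lowest score under 50 but half or more replicates reach 50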;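 also: yeast exposed to compound for 9 h at 30 °C; higher score means more reporter readthrough which indicates perturbed polyadenylation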
Platelet DG rel – inhibitors of platelet dense granule secretion, primary screen, cell-based, MLPCN, human platelets. human platelet-rich plasma, SFLLRN dense granule ATP release, luminescence. inhibition, %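 (compounds screened at 7.5 µM in platelet-rich plasma)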. 300,000 tested, 0.22% active. AID 1663, 2009;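 active = mean replicate score, as percent of positive control, at or above 50; inconclusive = mean below 50 but at least one replicate at or above 50; inactive = mean and every replicate below 50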
Dyrk1A ADPGlo – rat Dyrk1A kinase inhibitors, primary screen, biochemical, single point, plate reader | Dual specificity tyrosine-phosphorylation-regulated kinase 1A (Rattus norvegicus), Q63470 | ADP-Glo luminescence, NFATc1 peptide | inhibition, % at 12.5 µM | 310,000 tested, 0.43% active | AID 504441, 2011; in the data active = inhibition above about 50%;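 also: plate controls were vehicle with enzyme for no effect and no enzyme for full effect; many of its hits are not listed in these tables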
TRPC4 act – activators of mouse TRPC4 channel, primary screen, Fluo4 calcium, HEK293 TRPC4beta/mu-opioid cells; B-score at 10 µM; 310,000 tested, 0.49% active; AID 2237, 2010; Fluo4 calcium fluorescence; active compounds read high;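 active = B-score above 5 SD of library B-scores, and initial fluorescence ratio not above library mean plus 5 SD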;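 also: positive B-score marks a calcium rise read as TRPC4 activation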
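System: HEK293 cells stably co-expressing mouse TRPC4beta and mu-opioid receptor; Schedule: Fluo4 dye loading 45 min at room temperature, 110 s recording; Detection: Fluo4 fluorescence, kinetic; Evaluation: B-scored integrated calcium fluorescence ratio; Controls: buffer (low) and maximal DAMGO (high).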
hERG protect – hERG rescue from dofetilide block, primary screen, cell-based, CHO-hERG, FluxOR thallium flux, dofetilide IC70; Voltage-gated inwardly rectifying potassium channel KCNH2 (Homo sapiens), Q12809; dofetilide IC70 present; activation (rescue from dofetilide block), less the hit threshold, % at 10 µM; 310,000 tested, 0.51% active; AID 1511, 2009;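 active = activation above the mean of controls blocked by dofetilide plus 5 SD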;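 also: thallium influx through hERG after potassium depolarization seen as dye fluorescence rise; in these data hits start at about 4.7%; inactives centre near -7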
TRPC4 block – inhibitors of mouse TRPC4 channel, primary screen, Fluo4 calcium, HEK293 TRPC4beta/mu-opioid cells; Short transient receptor potential channel 4 (Mus musculus), Q9QUQ5; DAMGO-evoked Fluo4 calcium flux; active compounds read low; B-score at 10 µM; 300,000 tested, 0.39% active; AID 2247, 2010;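 active = B-score over 3 SD under the library average, no early fluorescence shift, positive overall ratio signal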
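test system = HEK293 cells with stable TRPC4beta plus mu-opioid receptor expression | detection = Fluo4 Ca2+ flux fluorescence | read-out = integrated fluorescence ratio relative to baseline, converted to per-well B score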
KCNQ1 act – potentiators or activators of KCNQ1 channel, primary screen, cell-based, thallium flux, high-throughput; CHO-K1 KCNQ1, thallium flux FluxOR fluorescence; active compounds read high; 310,000 tested, 0.35% active; B-score at 10 µM; Potassium voltage-gated channel subfamily KQT member 1 (Homo sapiens), P51787;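 active = fluorescence ratio B-score, a plate-corrected score, at least three library SD, with initial intensity B-score within 5 SD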
Target sequence (P51787 whole entry, looked up): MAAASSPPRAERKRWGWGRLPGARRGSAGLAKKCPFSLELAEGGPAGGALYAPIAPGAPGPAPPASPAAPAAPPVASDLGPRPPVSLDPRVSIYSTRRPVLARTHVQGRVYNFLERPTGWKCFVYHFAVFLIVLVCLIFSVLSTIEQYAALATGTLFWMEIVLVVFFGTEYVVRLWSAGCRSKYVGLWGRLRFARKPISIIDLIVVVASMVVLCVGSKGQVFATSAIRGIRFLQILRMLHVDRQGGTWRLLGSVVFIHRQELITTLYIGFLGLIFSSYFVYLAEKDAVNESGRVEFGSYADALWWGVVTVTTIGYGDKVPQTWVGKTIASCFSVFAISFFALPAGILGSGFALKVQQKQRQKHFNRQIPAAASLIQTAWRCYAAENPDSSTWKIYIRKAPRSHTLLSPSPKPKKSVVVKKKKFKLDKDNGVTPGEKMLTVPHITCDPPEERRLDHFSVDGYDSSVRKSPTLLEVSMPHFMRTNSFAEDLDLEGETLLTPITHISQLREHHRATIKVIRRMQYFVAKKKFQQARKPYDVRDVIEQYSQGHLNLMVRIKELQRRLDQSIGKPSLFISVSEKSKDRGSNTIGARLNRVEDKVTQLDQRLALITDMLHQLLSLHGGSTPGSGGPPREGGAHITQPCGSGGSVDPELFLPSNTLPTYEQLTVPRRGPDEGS
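Material: CHO-K1 cells stably expressing KCNQ1. Medium: assay buffer for compound exposure, DMSO matched across wells. Reagent: K+/Tl+ depolarizing stimulus. Compound dosing: single-concentration screen. Times: 37 °C overnight plating, 90-min dark dye load, 20-min compound pretreatment. Technique: FluxOR Tl+ flux fluorescence.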
KCNQ1 inh – inhibitors of human KCNQ1 channel, primary screen, cell-based, thallium flux, high-throughput. CHO-K1 KCNQ1, FluxOR thallium flux fluorescence; active compounds read high. B-score at 10 µM. 310,000 tested, 1.3% active. AID 2642, 2010;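 active = compounds whose thallium flux B-score, printed positive for inhibition, exceeds three library SD while starting fluorescence stays within three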;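 also: channel opened by potassium depolarization with thallium stimulus after 20 min compound exposure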
KCNK3 block – human KCNK3 channel inhibitors, primary screen, CHO cells, FluxOR thallium flux, B-score | FluxOR fluorescence; active compounds read low | B-score at 10 µM | 340,000 tested, 0.84% active | AID 602410, 2012;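 active = B-score under library mean minus 4 SD, starting fluorescence ratio at most library mean plus 5 SD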;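 also: more negative B-score means stronger inhibition of thallium flux through KCNK3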
Target sequence (O14649 whole entry, looked up): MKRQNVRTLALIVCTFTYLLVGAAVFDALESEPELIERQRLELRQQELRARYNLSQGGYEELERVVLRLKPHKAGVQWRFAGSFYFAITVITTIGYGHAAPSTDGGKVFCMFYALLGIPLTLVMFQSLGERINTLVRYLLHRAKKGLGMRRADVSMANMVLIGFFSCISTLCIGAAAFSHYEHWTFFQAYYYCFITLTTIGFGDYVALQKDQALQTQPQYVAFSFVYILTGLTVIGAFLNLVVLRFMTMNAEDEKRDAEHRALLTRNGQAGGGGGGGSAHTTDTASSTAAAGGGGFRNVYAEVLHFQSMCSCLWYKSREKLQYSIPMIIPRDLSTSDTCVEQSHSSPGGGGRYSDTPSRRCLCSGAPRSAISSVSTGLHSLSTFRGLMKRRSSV
TRPC4 PAM – positive allosteric modulators of TRPC4, primary screen, cell-based, mouse TRPC4beta, HEK293 mu-opioid, Fluo-4 calcium | B-score at 10 µM | DAMGO EC20, Fluo-4 Ca2+ flux; active compounds read high | 310,000 tested, 0.42% active | Short transient receptor potential channel 4 (Mus musculus), Q9QUQ5;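 active = B-score of calcium response area above 5 SD of library B-scores, with initial fluorescence ratio within 5 SD of library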;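 also: B-score of integrated fluorescence ratio over time as area under calcium response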
Numbers without * were called inactive; i = inactive; ? = inconclusive; . = no result given. A portion of the library (hit frequency here may not be typical).

SMILES	KCNK9 block	PolyA inh	Platelet DG rel	Dyrk1A ADPGlo	TRPC4 act	hERG protect	TRPC4 block	KCNQ1 act	KCNQ1 inh	KCNK3 block	TRPC4 PAM
O=C(COc1ccc2c3c(c(=O)oc2c1)CCC3)N1C[C@H]2C[C@@H](C1)c1cccc(=O)n1C2	i	i	2.7	-4.6	i	-3.2	i	i	i	i	i
CCN1CCN(Cc2cc(Br)cc(OC)c2O)CC1	i	i	2.8	-1.9	i	-2.0	i	i	i	i	i
Nc1ccc(Br)cc1C(=O)c1ccccc1	i	i	2.2	-2.8	i	-7.8	i	i	i	i	i
c1ccc(CN2CCc3nc4ccccc4cc3C2)cc1	i	i	-2.7	9.4	i	-7.6	i	i	i	i	i
O=C(N/N=C/c1c(O)n(C2CCCCC2)c(=S)[nH]c1=O)c1ccccc1O	i	i	-4.6	1.7	i	-19.6	i	i	i	i	i
CCCN1CCC2(CC1)NC(CO)(CO)CO2	i	i	-42.7	-1.9	i	-8.2	i	i	i	i	i
O=C(C[N+]12CCC(CC1)C(C(O)(c1ccccc1)c1ccccc1)C2)c1ccc(Br)cc1 (stereo not given)	i	i	-2.6	2.2	i	-19.8	i	i	i	i	i
C=C(C)CSc1nnc([C@@H](N)Cc2ccccc2)o1	i	i	0.3	-5.7	i	-2.5	i	i	i	i	i
Cn1c(O)c(C2=NNC(c3ccc(Cl)cc3)C2)c(=O)n(C)c1=O (stereo not given)	i	i	-6.9	13.6	i	-14.7	i	i	i	i	i
CCCCCCOc1ccc(CN2CCN(C)CC2)cc1	i	i	-14.8	1.8	i	-11.6	i	i	i	i	i
CCOc1ccc(-n2c(-c3cccs3)nc3ccccc3c2=O)cc1	i	i	-0.3	-0.3	i	-1.9	i	i	i	i	i
CCCCCCCCN=Cc1c(O)[nH]c(=O)[nH]c1=O	i	i	-2.4	6.2	i	-6.4	i	i	i	i	i
C[C@]12C=CC(=O)C=C1CC[C@@H]1C2CC[C@]2(C)OC(=O)CCC12 (stereo not given in full)	i	i	.	3.3	i	-3.3	i	i	i	i	i
Cn1c(O)c(/C=C2/C=CC=N2)c(=O)[nH]c1=O	i	i	-0.3	-0.5	i	-10.8	i	i	i	i	i
COCCNC(=O)c1c(N)n(Cc2ccco2)c2nc3ccccc3nc12	i	i	-6.8	0.8	i	-8.3	i	i	i	i	i
O=[N+]([O-])c1cc(F)c(N2CCCCC2)cc1Br	i	i	9.5	9.1	i	-17.2	i	i	i	i	i
COc1ccccc1N1C(=O)NC(=O)/C(=C/c2ccc3c(c2)Cc2ccccc2-3)C1=O	i	i	9.0	.	i	-5.5	i	i	i	i	i
O=C(O)c1sc2cc(Cl)ccc2c1Cl	i	i	-0.1	.	i	-6.4	i	i	i	.	i
COC(=O)C(O)(c1ccc(N(C)C)cc1)C(F)(F)F (stereo not given)	i	i	-1.6	-6.2	i	-2.6	i	i	i	i	i
COC(=O)C1=C(c2cccc(OC)c2OC)C[C@@H]2CC[C@H]1N2C(=O)NCCCOC(C)C	i	i	0.1	9.5	i	-10.4	i	i	i	i	i
ClC1=CCC2CN(CCN3CCCCC3)CC2C1 (stereo not given)	i	i	4.2	1.1	i	-0.9	i	i	i	i	i
CCC[N+]12CCC(CC1)C(C(O)(c1ccccc1)c1ccccc1)C2 (stereo not given)	i	i	5.4	0.9	i	-2.9	i	i	i	i	i
Oc1cc2c(cc1CN1CCN(c3ccc(F)cc3)CC1)OCO2	i	i	-5.8	-3.5	i	-9.4	i	i	i	i	i
CCCCn1c(O)c(C=NC2CC3CCC2(C)C3(C)C)c(=O)[nH]c1=O (stereo not given)	i	i	-0.2	0.5	i	-7.3	i	i	i	i	i
Cn1c(O)c(/C=N/c2ncccn2)c(=O)n(C)c1=O	i	i	-5.2	.	i	-7.9	i	i	i	i	i
COc1cc2c(c(OC)c1OC)-c1ccc(O)c(=O)cc1C(NC(C)=O)CC2 (stereo not given)	i	i	7.1	-6.3	i	-2.9	i	i	i	i	i
COc1ccc(C2SCC(=O)Nc3c2c(C)nn3C2CCOC(C)(C)C2)cc1OC (stereo not given)	i	i	3.8	-5.8	i	-10.4	i	i	i	i	i
CC(NC1=NCCS1)c1ccccc1 (stereo not given)	i	i	-0.7	-2.7	i	-10.0	i	i	i	i	i
CCCCCCNC(=O)N[C@@H](Cc1ccc(O)cc1)C(=O)NCCC[C@H]1CN2C(=NC[C@H]2C)N1CC1CCC1	i	i	1.2	.	i	-6.5	i	i	i	.	i
COc1ccc(C(CN(C)C)C2(O)CCCCC2)cc1 (stereo not given)	i	i	-0.1	2.4	i	-4.2	i	i	i	i	i
CN1CCN(Cc2ccccc2C(F)(F)F)CC1	i	i	-6.6	1.7	i	-8.5	i	i	i	i	i
N#CC(C#N)=C(C#N)c1ccc(Nc2ccccc2)cc1	i	i	6.8	3.9	i	-3.2	i	i	i	i	i
COc1ccc(CCNC2CCCCCC2)cc1	i	i	-1.5	.	i	-9.2	i	i	i	i	i
COc1ccccc1CCNC(=O)CCC(=O)N1CC2C[C@@H](C1)Cn1c2cccc1=O	i	i	2.8	-2.6	i	-8.2	i	i	i	i	i
NC(=O)CN1C2CCC1CC(NC(=O)C1CC1)C2 (stereo not given)	i	i	2.3	-1.9	i	-18.8	i	i	i	i	i
CCCn1c(C)cc(C=O)c1C	i	i	0.9	-1.2	i	5.6*	i	i	i	i	i
C=CCC1(CN2CCCC2=O)C(=O)NC(=O)NC1=O	i	i	-2.7	2.9	i	-5.6	i	i	i	i	i
CCCNC1=C(C)C(=O)C2=C(C1=O)C(COC(N)=O)[C@]1(OC)C3NC3CN21 (stereo not given in full)	i	i	7.7	11.5	i	-4.1	i	i	i	i	i
O=C1NC(=O)C(=Cc2ccc(N3CCOCC3)o2)C(=O)N1	i	i	6.4	-7.1	i	-13.4	i	i	i	i	i
COC(=O)C1=C(c2cc3ccccc3o2)C[C@@H]2CC[C@H]1N2C(=O)NCc1ccc(C(F)(F)F)cc1	i	i	9.9	2.7	i	-4.7	i	i	i	i	i
CCN1CC2C3CCC(C)(O3)C2C1 (stereo not given)	i	i	-5.1	2.6	i	-12.8	i	i	i	i	15*
Cc1cc(C)nc(NC2=NCCS2)n1	i	i	?	2.3	i	-7.9	i	i	i	i	i
O=c1[nH]c(=S)n(C2CC2)c(O)c1C=NCc1cccnc1	i	i	5.3	.	i	-9.4	i	i	i	.	i
Cn1c(O)c(/C=C2\C=c3ccccc3=NC2=O)c(=O)n(C)c1=O	i	i	4.1	-1.4	i	-3.1	i	i	i	i	i
COC(=O)C(O)(c1ccc(NC(=S)NC(=O)c2ccc(Cl)cc2Cl)cc1)C(F)(F)F (stereo not given)	i	i	-1.6	3.5	i	-3.0	i	i	i	i	i
O=[N+]([O-])c1ccc(N2CCCCC2)c2ncccc12	i	i	-1.3	11.8	i	-5.6	i	i	i	i	i
CCCCn1c(O)c(C(C)=NC(C)c2ccccc2)c(=O)[nH]c1=O (stereo not given)	i	i	0.7	-4.2	i	-9.6	i	i	i	i	i
Cc1ccc2[nH]c3c(c2c1)CN(C(=O)CN1C[C@H]2C[C@@H](C1)c1cccc(=O)n1C2)CC3	i	i	-1.9	1.5	i	-6.1	i	i	i	i	i
COc1ccc(OC)c(-n2c(O)c(C=NCc3ccc4c(c3)OCO4)c(=O)[nH]c2=O)c1	i	i	-6.7	1.0	i	-11.6	i	i	i	i	i
COc1ccc(OC)c(-n2c(O)c(C=Nc3c(C)n(C)n(-c4ccccc4)c3=O)c(=O)[nH]c2=S)c1	i	i	1.7	.	i	-8.4	i	i	i	i	i
C=CCn1c(O)c(C(CC)=NCc2cc(OC)cc(OC)c2)c(=O)[nH]c1=O	i	i	0.4	-5.0	i	-9.5	i	i	i	i	i
CCCn1cc2c3c(cccc31)C1CC(C)CN(C)C1C2 (stereo not given)	i	i	1.4	.	i	-4.8	i	i	i	.	i
COc1ccc(-n2c(C)nc3cc(C(=O)N4CCC5(CC4)OCCO5)ccc32)cc1	i	i	6.1	28.9	i	-6.7	i	i	i	i	i
c1ccc(CNCCc2ccc3c(c2)OCO3)nc1	i	i	-3.9	0.2	i	-4.7	i	i	i	i	i
NCCCP(=O)(O)CCc1ccccc1	i	i	1.1	-4.2	i	-1.8	i	i	i	i	i
CCOC(=O)C1(c2ccccc2)CCN(CC(=O)Nc2ccc(C)cc2)CC1	i	i	2.5	0.3	i	-5.1	-8*	i	i	i	i
O=C1NC(=O)C2(Cc3ccccc3N3CCCC32)C(=O)N1Cc1ccccc1 (stereo not given)	i	i	-0.4	-5.4	i	-12.3	i	i	i	i	i
c1cc2c(cc1CN1CCNCC1)OCO2	i	i	1.6	-2.8	i	-6.8	i	i	i	i	i
CCOc1cc2c(cc1OCC)-n1cccc1C(c1ccc(OC)c(OC)c1)NC2 (stereo not given)	i	i	0.6	-0.5	i	-9.3	i	i	i	i	i
CCC(=NCCc1ccccc1)c1c(O)n(C)c(=O)n(C)c1=O	i	i	2.3	-1.2	i	-10.8	i	i	i	i	i
CN1CCN(Cc2ccc(Br)s2)CC1	i	i	17.3	22.7	i	0.7	i	i	i	i	i
CCCCCCn1c(=O)c(C(=O)Nc2ncccc2O)c(O)c2ccccc21	i	i	-7.5	7.7	i	-5.7	i	i	7*	i	i
